High-throughput results deposited in PubChem by several laboratories.
PLK1 inh – PLK1 (human) kinase inhibition; inhibition, % at 10 µM; AID 619; recombinant PLK1 kinase, TR-FRET peptide phosphorylation; 0.53% of 97,000 active;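 active means inhibition of 50% or more in the single-concentration screen; inactive means inhibition below 50%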;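 further: 0% = DMSO max control and 100% = H-89 dihydrochloride min control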
Target sequence (P53350 whole entry, looked up): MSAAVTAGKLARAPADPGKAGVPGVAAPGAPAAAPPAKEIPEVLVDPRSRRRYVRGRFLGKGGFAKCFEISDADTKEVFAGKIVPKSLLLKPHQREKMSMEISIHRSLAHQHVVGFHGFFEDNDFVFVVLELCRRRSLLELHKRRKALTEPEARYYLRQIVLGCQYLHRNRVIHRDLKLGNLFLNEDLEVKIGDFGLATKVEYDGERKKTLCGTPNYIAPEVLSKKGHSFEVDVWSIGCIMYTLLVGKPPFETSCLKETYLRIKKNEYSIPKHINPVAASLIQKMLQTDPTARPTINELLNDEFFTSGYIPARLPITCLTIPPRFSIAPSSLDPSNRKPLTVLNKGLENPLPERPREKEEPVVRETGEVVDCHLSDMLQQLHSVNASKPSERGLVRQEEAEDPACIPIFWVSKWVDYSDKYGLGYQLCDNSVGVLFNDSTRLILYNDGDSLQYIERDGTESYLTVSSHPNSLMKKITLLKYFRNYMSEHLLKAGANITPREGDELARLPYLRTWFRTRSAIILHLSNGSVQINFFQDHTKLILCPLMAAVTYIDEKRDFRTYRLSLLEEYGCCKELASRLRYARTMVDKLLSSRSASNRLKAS
PLK1 PBD inh – inhibitors of human Plk1 polo box domain binding; P53350; inhibition, %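 (tested at about 20 µM)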; Plk1 PBD phosphopeptide binding, fluorescence polarization; 0.13% of 97,000 active; AID 693; in the data active means inhibition above about 34%, passing the limit was not always enough
S1P2 blocker – S1P2 (human) receptor antagonism. O95136. cell-based S1P2 antagonist assay, inhibition at 5 uM. inhibition, % at 5 µM. 0.21% of 97,000 active. AID 736; in the data active means inhibition above about 45%;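 further: CRE beta-lactamase reporter cells expressing human S1P2 stimulated with S1P; 0% = agonist at EC80 alone and 100% = agonist plus reference antagonist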
Target sequence (O95136 whole entry, looked up): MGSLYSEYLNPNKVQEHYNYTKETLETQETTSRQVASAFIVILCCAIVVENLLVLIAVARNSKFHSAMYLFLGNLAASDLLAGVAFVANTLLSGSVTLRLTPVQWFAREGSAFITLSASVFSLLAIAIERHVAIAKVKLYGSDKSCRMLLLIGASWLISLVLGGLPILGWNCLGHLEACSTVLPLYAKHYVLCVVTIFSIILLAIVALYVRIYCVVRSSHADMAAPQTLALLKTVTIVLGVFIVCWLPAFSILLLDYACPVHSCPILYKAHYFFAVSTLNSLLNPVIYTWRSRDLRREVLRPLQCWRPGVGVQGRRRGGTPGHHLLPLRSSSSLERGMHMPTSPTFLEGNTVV
MT1-MMP txn act – MT1-MMP promoter transcription activation. 0.16% of 86,000 active. activation factor at 10 µM. HT1080 MT1-MMP promoter luciferase reporter, luminescence, overnight; active compounds read high. AID 750;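 active means activation factor of at least 2 for MT1-MMP transcription at 10 µM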
FAK inh – blocks human focal adhesion kinase activity; biochemical FAK kinase activity assay; Q05397; inhibition, %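 (tested at 7 µM)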; 0.84% of 97,000 active; in the data active means inhibition above about 19%;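 further: 0% = DMSO and 100% = reference compound high control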
EphB4 antag – EphB4-ephrin-B2 interaction antagonism | EphB4 LBD / TNYL-RAW-Alexa532 peptide, fluorescence polarization | inhibition, % at 7 µM | 0.15% of 97,000 active | P54760;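 active means inhibition above the screen-wide mean inhibition plus 3 SD, cut at about 15% in these data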;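 further: 0% = DMSO wells and 100% = excess unlabeled TNYL-RAW peptide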
Rev-RRE block – disrupts HIV-1 Rev binding to RRE RNA; AID 704; inhibition, % at 8 µM; Rev peptide-RRE RNA binding, FRET; 0.79% of 97,000 active; P05866;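 active means inhibition above the screen-wide mean plus 3 SD, cut at about 35% in these data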;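 further: 0% = median DMSO wells and 100% = median Neomycin B control wells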
Target sequence (P05866 whole entry, looked up): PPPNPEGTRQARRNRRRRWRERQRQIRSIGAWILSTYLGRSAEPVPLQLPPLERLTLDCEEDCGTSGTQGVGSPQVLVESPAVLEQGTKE
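Probe or stimulus: fluorescein-Rev peptide as binding partner; assay system: Cy5-tagged RRE RNA duplex with fluorescein-tagged Rev peptide; timing: 5 min compound–RNA preincubation, then 15 min with peptide, 25 °C; medium: HEPES pH 7.5 buffer with KCl, MgCl2, NaCl and EDTA; signal: fluorescein-to-Cy5 FRET, 480 nm excitation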
PLAP activator – human PLAP activation. activation fold at 20 µM. purified PLAP enzyme, luminescent substrate read-out; active compounds read high. P05187. 1.2% of 96,000 active. AID 696; in the data active means activation fold above about 2
S1P2 agonist – activates the human S1P2 receptor; O95136; S1P2-expressing cell line, agonist reporter read-out; activation, % at 4.5 µM; 0.46% of 97,000 active; AID 729; in the data active means activation above about 16%;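 further: 0% = vehicle low control and 100% = maximal reference agonist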
* = called active by the depositor.

How did Cc1ccc(N(CC(=O)Nc2cc(C)cc(C)c2)S(=O)(=O)c2cccc3nonc23)cc1 do in these assays?
PLK1 inh: 6; PLK1 PBD inh: 1; S1P2 blocker: 9; MT1-MMP txn act: 1.1; FAK inh: 5; EphB4 antag: 6; Rev-RRE block: 13; PLAP activator: 0.8; S1P2 agonist: -5

Results for CC(C)CNC(=O)COC(=O)CCC(=O)c1ccc(F)cc1 ?
PLK1 inh: -11; PLK1 PBD inh: -45; S1P2 blocker: -14; FAK inh: 1; EphB4 antag: 2; Rev-RRE block: 6; PLAP activator: 1.2; S1P2 agonist: -3

What do the screens show for `CCCCNS(=O)(=O)c1ccc2nc(SCC(=O)N3CC(C)OC(C)C3)[nH]c2c1` (stereo unspecified)?
PLK1 inh: -2; PLK1 PBD inh: -6; S1P2 blocker: -5; MT1-MMP txn act: 1.1; FAK inh: 1; EphB4 antag: -2; Rev-RRE block: 3; PLAP activator: 1.9; S1P2 agonist: -4

How did Cc1ccc(-c2nc3cc(NS(=O)(=O)c4ccc(C)cc4)ccc3o2)cc1 do in these assays?
PLK1 inh: -10; PLK1 PBD inh: -2; S1P2 blocker: -11; MT1-MMP txn act: 1.2; FAK inh: 0; EphB4 antag: 0; Rev-RRE block: 9; PLAP activator: 1.6; S1P2 agonist: -4

How did Cc1noc(C)c1S(=O)(=O)N1CCCC(C(=O)NCCC2=CCCCC2)C1 (stereo unspecified) do in these assays?
PLK1 inh: -2; PLK1 PBD inh: -8; S1P2 blocker: -11; MT1-MMP txn act: 1; FAK inh: 6; EphB4 antag: 6; Rev-RRE block: 8; PLAP activator: 0.9; S1P2 agonist: 0

What do the screens show for `Cc1cc([N+](=O)[O-])ccc1NC(=S)NC(=O)Cc1ccccc1`?
PLK1 inh: 22; PLK1 PBD inh: 2; S1P2 blocker: -32; MT1-MMP txn act: 1; FAK inh: -1; EphB4 antag: -1; Rev-RRE block: 13; PLAP activator: 1; S1P2 agonist: 2

Results for O=C(CSc1ncccn1)NCc1ccc(F)cc1 ?
PLK1 inh: -18; PLK1 PBD inh: 5; S1P2 blocker: 13; MT1-MMP txn act: 1.3; FAK inh: 2; EphB4 antag: 2; Rev-RRE block: 10; PLAP activator: 0.9; S1P2 agonist: -2

What do the screens show for `CCCn1c(NCc2ccco2)nc2ccccc21`?
PLK1 inh: -2; PLK1 PBD inh: -6; S1P2 blocker: 16; MT1-MMP txn act: 1; FAK inh: -8; EphB4 antag: -5; Rev-RRE block: 1; PLAP activator: 1.1; S1P2 agonist: -6

What do the screens show for `CCCCOCCCNC(=O)c1ccc(NC(C)=O)cc1`?
PLK1 inh: -10; PLK1 PBD inh: -32; S1P2 blocker: 3; MT1-MMP txn act: 1.3; FAK inh: -1; EphB4 antag: 2; Rev-RRE block: 2; PLAP activator: 0.8; S1P2 agonist: -23

How did CC(OC(=O)CNC(=O)c1ccc2c(c1)OCO2)C(=O)NCCC1=CCCCC1 (stereo unspecified) do in these assays?
PLK1 inh: -1; PLK1 PBD inh: -2; S1P2 blocker: 14; MT1-MMP txn act: 1.1; FAK inh: 6; EphB4 antag: 3; Rev-RRE block: 5; PLAP activator: 1.1; S1P2 agonist: -4

Results for COc1ccc(NC(=O)c2ccco2)c(OC)c1 ?
PLK1 inh: -4; PLK1 PBD inh: 4; S1P2 blocker: -10; MT1-MMP txn act: 1.6; FAK inh: -1; EphB4 antag: 2; Rev-RRE block: 3; PLAP activator: 1; S1P2 agonist: -5

How did O=C(Nc1ccc(F)cc1)C(c1ccccc1)N1CCN(C(=O)c2ccco2)CC1 (stereo unspecified) do in these assays?
PLK1 inh: 0; PLK1 PBD inh: 13; S1P2 blocker: -11; FAK inh: -2; EphB4 antag: 1; Rev-RRE block: -2; PLAP activator: 1.1; S1P2 agonist: -7

Grouped by structure, those above with a halogen.
Results for CC(C)CNC(=O)COC(=O)CCC(=O)c1ccc(F)cc1 ?
PLK1 inh: -11; PLK1 PBD inh: -45; S1P2 blocker: -14; FAK inh: 1; EphB4 antag: 2; Rev-RRE block: 6; PLAP activator: 1.2; S1P2 agonist: -3

Results for O=C(CSc1ncccn1)NCc1ccc(F)cc1 ?
PLK1 inh: -18; PLK1 PBD inh: 5; S1P2 blocker: 13; MT1-MMP txn act: 1.3; FAK inh: 2; EphB4 antag: 2; Rev-RRE block: 10; PLAP activator: 0.9; S1P2 agonist: -2

How did O=C(Nc1ccc(F)cc1)C(c1ccccc1)N1CCN(C(=O)c2ccco2)CC1 (stereo unspecified) do in these assays?
PLK1 inh: 0; PLK1 PBD inh: 13; S1P2 blocker: -11; FAK inh: -2; EphB4 antag: 1; Rev-RRE block: -2; PLAP activator: 1.1; S1P2 agonist: -7

The listing continues.
How did Cc1cc(C)nc(-n2nc(C)cc2NC(=O)c2cccc(S(=O)(=O)N3CCCCC3)c2)n1 do in these assays?
PLK1 inh: -6; PLK1 PBD inh: 12; S1P2 blocker: 2; FAK inh: -1; EphB4 antag: -2; Rev-RRE block: -1; PLAP activator: 1.4; S1P2 agonist: -3

Results for COc1ccc(S(=O)(=O)CCC(=O)NCCc2cccc(C)c2)cc1 ?
PLK1 inh: 4; PLK1 PBD inh: 13; S1P2 blocker: -4; MT1-MMP txn act: 1.1; FAK inh: 1; EphB4 antag: -4; Rev-RRE block: -2; PLAP activator: 0.8; S1P2 agonist: -1

How did [O-][n+]1onc2c3ccnnc3ccc21 do in these assays?
PLK1 inh: -3; PLK1 PBD inh: -4; S1P2 blocker: 10; MT1-MMP txn act: 1.1; FAK inh: -7; EphB4 antag: -8; Rev-RRE block: 2; PLAP activator: 1; S1P2 agonist: -9

What do the screens show for `C=CCn1c2ccccc2c2nnc(SC(CC)C(=O)Nc3sc4c(c3C#N)CCCC4)nc21` (stereo unspecified)?
PLK1 inh: -13; PLK1 PBD inh: -22; S1P2 blocker: -1; FAK inh: -2; EphB4 antag: 4; Rev-RRE block: 6; PLAP activator: 1.6; S1P2 agonist: -4

Results for CCOc1ccc(CNC(=S)N/N=C\c2ccc([N+](=O)[O-])cc2)cc1 ?
PLK1 inh: -10; PLK1 PBD inh: 13; S1P2 blocker: 15; FAK inh: 1; EphB4 antag: -3; Rev-RRE block: -4; S1P2 agonist: -5

How did COC(=O)CNC(=O)c1ccccc1[N+](=O)[O-] do in these assays?
PLK1 inh: -12; PLK1 PBD inh: 30; S1P2 blocker: 4; FAK inh: -9; EphB4 antag: -1; Rev-RRE block: 0; S1P2 agonist: -3

What do the screens show for `CCN(CCCNC(=O)CC(C(=O)N1CCc2ccccc21)n1ccnc1)c1cccc(C)c1` (stereo unspecified)?
PLK1 inh: -5; PLK1 PBD inh: -1; S1P2 blocker: 18; MT1-MMP txn act: 1.1; FAK inh: 4; EphB4 antag: 1; Rev-RRE block: -5; PLAP activator: 1.6; S1P2 agonist: -10

Results for O=C(NCc1ccco1)c1ccc2nc3sc4c(c3c(=O)n2c1)CCCC4 ?
PLK1 inh: -11; PLK1 PBD inh: 20; S1P2 blocker: 5; MT1-MMP txn act: 1.5; FAK inh: 7; EphB4 antag: 0; Rev-RRE block: 22; PLAP activator: 1.3; S1P2 agonist: 2

How did N#CC(c1ccc(Cl)nn1)c1ccc(Cl)cc1Cl (stereo unspecified) do in these assays?
PLK1 inh: -10; PLK1 PBD inh: 8; S1P2 blocker: -13; FAK inh: 3; EphB4 antag: -4; Rev-RRE block: 5; PLAP activator: 1; S1P2 agonist: 2

What do the screens show for `O=C(CC1(O)C(=O)N(CN2CCOCC2)c2ccccc21)c1ccccc1` (stereo unspecified)?
PLK1 inh: -4; PLK1 PBD inh: -16; S1P2 blocker: 5; FAK inh: 4; EphB4 antag: 3; Rev-RRE block: -1; PLAP activator: 1; S1P2 agonist: -2

What do the screens show for `CN(C)CCCN1C(=O)c2oc3ccc(Cl)cc3c(=O)c2C1c1cccnc1` (stereo unspecified)?
PLK1 inh: -1; PLK1 PBD inh: -24; S1P2 blocker: 18; MT1-MMP txn act: 1; FAK inh: 2; EphB4 antag: 0; Rev-RRE block: 5; PLAP activator: 1.3; S1P2 agonist: -3

Results for O=C(O)CCc1c(C(=O)O)[nH]c2ccccc12 ?
PLK1 inh: -4; PLK1 PBD inh: -15; S1P2 blocker: 11; MT1-MMP txn act: 1.1; FAK inh: -4; EphB4 antag: -4; Rev-RRE block: 1; PLAP activator: 1; S1P2 agonist: -7

How did CN1C(=O)c2cccc(NCCCN3C(=O)c4ccccc4C3=O)c2C1=O do in these assays?
PLK1 inh: 2; PLK1 PBD inh: -18; S1P2 blocker: 27; MT1-MMP txn act: 0.9; FAK inh: 1; EphB4 antag: 2; Rev-RRE block: 58*; PLAP activator: 1.1; S1P2 agonist: -6

How did Cc1c(N2C(=O)c3ccc(Br)cc3C2=O)c(=O)n(-c2ccccc2)n1C do in these assays?
PLK1 inh: -11; PLK1 PBD inh: -1; S1P2 blocker: 7; MT1-MMP txn act: 1.1; FAK inh: 5; EphB4 antag: 4; Rev-RRE block: 10; PLAP activator: 1.2; S1P2 agonist: -5

How did O=C(Nc1nncs1)c1ccc(N2C(=O)C3C4C=CC(C4)C3C2=O)cc1 (stereo unspecified) do in these assays?
PLK1 inh: -9; PLK1 PBD inh: -3; S1P2 blocker: 13; MT1-MMP txn act: 1.3; FAK inh: 3; EphB4 antag: -3; Rev-RRE block: 1; PLAP activator: 1.2; S1P2 agonist: -7

What do the screens show for `CC(C)NC(=O)Cn1c(=O)c2c(ncn2Cc2ccccc2)n(Cc2ccccc2)c1=O`?
PLK1 inh: -10; PLK1 PBD inh: 4; S1P2 blocker: -16; FAK inh: -3; EphB4 antag: -6; Rev-RRE block: 3; PLAP activator: 0.8; S1P2 agonist: -2

What do the screens show for `CCSc1nnc(NC(=O)CCNS(=O)(=O)c2cc(Br)cnc2N)s1`?
PLK1 inh: -10; PLK1 PBD inh: -13; S1P2 blocker: 4; MT1-MMP txn act: 1.2; FAK inh: 10; EphB4 antag: 6; Rev-RRE block: 6; PLAP activator: 1.5; S1P2 agonist: -4

Results for CC1=C(C(=O)OC(C)C)C(c2ccccn2)n2ncnc2N1 (stereo unspecified) ?
PLK1 inh: -1; PLK1 PBD inh: -11; S1P2 blocker: 5; MT1-MMP txn act: 1.1; FAK inh: -1; EphB4 antag: -7; Rev-RRE block: 4; PLAP activator: 1; S1P2 agonist: 0

Results for N#Cc1cnn(-c2nc3sc4c(c3c(=O)[nH]2)CCCC4)c1N ?
PLK1 inh: -5; PLK1 PBD inh: -10; S1P2 blocker: 1; FAK inh: 1; EphB4 antag: -3; Rev-RRE block: 9; PLAP activator: 1.9; S1P2 agonist: 2

What do the screens show for `O=C(Cc1cccs1)NCc1ccco1`?
PLK1 inh: -5; PLK1 PBD inh: 5; S1P2 blocker: -5; MT1-MMP txn act: 1.2; FAK inh: -1; EphB4 antag: 0; Rev-RRE block: 6; PLAP activator: 1; S1P2 agonist: -7

How did N#C/C(=C1/CCCCCN1)c1nc2ccccc2[nH]1 do in these assays?
PLK1 inh: -6; PLK1 PBD inh: -1; S1P2 blocker: -9; MT1-MMP txn act: 1.4; FAK inh: 6; EphB4 antag: 2; Rev-RRE block: 2; PLAP activator: 0.9; S1P2 agonist: -4

What do the screens show for `Cc1ccc(OC(=O)c2cccc(C(=O)Oc3ccc(C)cc3)n2)cc1`?
PLK1 inh: -2; PLK1 PBD inh: 1; S1P2 blocker: 11; MT1-MMP txn act: 1; FAK inh: 3; EphB4 antag: 5; Rev-RRE block: 2; PLAP activator: 1; S1P2 agonist: -9

Results for Cc1cc2nc(CCN(Cc3cccnc3)C(=S)Nc3ccc(F)cc3)[nH]c2cc1C ?
PLK1 inh: -17; PLK1 PBD inh: -5; S1P2 blocker: -9; FAK inh: 3; EphB4 antag: -5; Rev-RRE block: -2; PLAP activator: 1; S1P2 agonist: -2
